# Screening results (PubChem BioAssay)
# ST2 IL33 inh – inhibitors of human ST2 (IL1RL1) binding to IL-33, primary screen, biochemical, AlphaLISA | AID 1259354, 2018 | Interleukin-1 receptor-like 1 (Homo sapiens), Q01638 | inhibition, % for hits at 17 µM | AlphaLISA ST2-Fc/biotin-IL-33 interaction, 1 h | actives 2.3% (n = 78,000); in the data active = inhibition above about 30%; inconclusive = mostly about 10% to 28%
# Target sequence (Q01638 whole entry, looked up): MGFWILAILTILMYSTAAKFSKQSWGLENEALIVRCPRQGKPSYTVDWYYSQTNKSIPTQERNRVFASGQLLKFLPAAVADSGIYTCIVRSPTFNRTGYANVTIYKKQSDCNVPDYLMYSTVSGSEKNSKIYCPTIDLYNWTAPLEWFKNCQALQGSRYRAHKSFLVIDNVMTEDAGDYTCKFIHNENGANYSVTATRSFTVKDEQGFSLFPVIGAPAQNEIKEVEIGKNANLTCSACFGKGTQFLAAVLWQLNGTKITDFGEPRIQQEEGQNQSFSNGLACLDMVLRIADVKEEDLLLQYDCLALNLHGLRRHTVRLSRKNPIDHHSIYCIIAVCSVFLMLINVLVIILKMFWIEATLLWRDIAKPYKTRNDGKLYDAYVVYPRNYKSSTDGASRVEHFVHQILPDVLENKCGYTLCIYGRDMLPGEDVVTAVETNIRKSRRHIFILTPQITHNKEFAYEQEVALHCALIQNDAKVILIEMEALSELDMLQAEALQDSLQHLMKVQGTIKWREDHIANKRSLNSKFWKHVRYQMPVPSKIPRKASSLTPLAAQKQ
# * = called active by the depositor; i = inactive; ? = inconclusive. A portion of the library (hit frequency here may not be typical).
SMILES,ST2 IL33 inh
CN(C)c1ccnc(Oc2ccccc2)c1C#N,i
Cn1cc(S(=O)(=O)CC(=O)Nc2ccc3c(c2)OCO3)c2ccccc21,i
O=C(CCN1C(=O)S/C(=C\c2ccc(Cl)cc2)C1=O)N1CCOCC1,?
COC[C@H]1CCCN1[C@@H]1[C@H](O)[C@H](CO)O[C@@H]1CN(Cc1ccc(F)cc1)Cc1ccc(F)cc1,i
CCCCOC(=O)C1=C(C)Nc2nnnn2C1c1ccccc1Cl (centres undefined),i
COc1ccc(-n2cnc3cc(NC(=O)c4cccc(C)c4)ccc32)cc1,i
CCOC(=O)Cn1nc(-c2ccc(C)cc2)ccc1=O,i
Cc1ccc(CSC2=NCCN2C(=O)C2CCCCC2)cc1,i
Nc1ccc(Sc2nc3ccccc3s2)c(Cl)c1,?
CC(O)C12c3ccccc3C(c3ccccc31)[C@H]1C(=O)N(c3ccc(F)cc3)C(=O)C12 (some centres undefined),?
COc1ccc(CCN2C(=O)N(C)C(=O)C23CCN(Cc2nc4ccccc4s2)CC3)cc1,i
COCCCNC(=O)c1ccc(CS(=O)(=O)c2ccccc2OC)o1,i
COc1cc2c(=O)n(Cc3ccccc3)c(=O)n(CC(=O)c3ccccc3)c2cc1OC,i
CCOC(=O)[C@@H]1C[C@@H]1CN1CCn2nc(-c3nc4ccccc4n3C)cc2C1,?
CCC(=O)N1c2ccccc2NC2=C(C(=O)CC(C)(C)C2)C1c1ccc2c(c1)OCO2 (centres undefined),i
Cc1cc(C)nc(CCNc2nncc(-c3ccccc3C)n2)n1,i
CCc1cccc(OCCCN2CCCC2)c1,i
COc1cc2c(=O)n(Cc3ccc(C(=O)NC4CC4)cc3)c(=O)n(CC(=O)NC(C)C)c2cc1OC,i
N/C(=N/OC(=O)c1ccccc1F)c1ccc(Br)cc1,i
CS(=O)(=O)c1ccc(CN2CC[C@H](c3nnc(Cc4c[nH]c5ccccc45)o3)C2)cc1,i

# Brought forward from above: four compounds; new compounds follow.
SMILES,ST2 IL33 inh
CCc1cccc(OCCCN2CCCC2)c1,i
COc1cc2c(=O)n(Cc3ccc(C(=O)NC4CC4)cc3)c(=O)n(CC(=O)NC(C)C)c2cc1OC,i
N/C(=N/OC(=O)c1ccccc1F)c1ccc(Br)cc1,i
CS(=O)(=O)c1ccc(CN2CC[C@H](c3nnc(Cc4c[nH]c5ccccc45)o3)C2)cc1,i
O=c1c2ccccc2ncn1CCCOc1ccc(OCc2ccccc2)cc1,i
Nc1nc2ccc(S(=O)(=O)c3ccc4nc(N)sc4c3)cc2s1,i
O=[N+]([O-])c1ccc(CN2CCCCCC2)s1,?
CC(C)N(CCC#N)S(=O)(=O)c1ccc(-c2ccc([N+](=O)[O-])cc2)cc1,?
C[C@@H]1C(=O)O[C@H]2[C@H]1CC[C@@]1(C)Cc3sc(Nc4cccnc4)nc3[C@@H](C)[C@H]21,36%*
COc1ccc(-c2nnc([C@H]3CCN(Cc4ccc(F)c(F)c4)C3)o2)cc1,i
CC(CC(=O)NCc1cccnc1)c1ccccc1 (centres undefined),?
CCCc1nnc(NC(=O)CCN2C(=O)CCC2=O)s1,i
O=C(OC[C@H]1O[C@@H](OC(=O)c2cc(O)c(O)c(O)c2)[C@H](OC(=O)c2cc(O)c(O)c(O)c2)[C@@H](O)[C@@H]1OC(=O)c1cc(O)c(O)c(O)c1)c1cc(O)c(O)c(O)c1,i
O=C(C1CCN(Cc2ccco2)CC1)N1CCOC(Cc2ccccc2)C1 (centres undefined),i
O=C(NCc1ccc(Cl)c(Cl)c1)c1ccccc1Br,i
CSc1cccc(NC(=O)N2CCCC2c2ccccn2)c1 (centres undefined),?
Cn1nc([N+](=O)[O-])nc1OCc1nc2ccccc2n1C,?
CCSc1nnc2c(n1)OC(c1ccc(OC)cc1)Nc1ccccc1-2 (centres undefined),i
C=C(C)COc1ccccc1C(=O)N1CCC(Nc2ncccn2)CC1,?
Cc1ccc(-n2nc3ccc(NC(=O)c4ccccc4F)cc3n2)cc1,i
Cc1cc(C)c(NC(=O)Cn2nnc(-c3ccccc3)n2)c(C)c1,?
COCc1cc(CN2CCC3(CCCN(Cc4cc(OC)ccc4F)C3)C2)ccc1OC (centres undefined),?
Cc1ccc2nc3c(c(Nc4ccc(O)cc4)c2c1)CCC3,i
Cc1ccc(-c2nc(CNc3ccnc(C)n3)[nH]c2-c2ccccn2)cc1,?

# For reference, part of the list above.
SMILES,ST2 IL33 inh
O=c1c2ccccc2ncn1CCCOc1ccc(OCc2ccccc2)cc1,i
Nc1nc2ccc(S(=O)(=O)c3ccc4nc(N)sc4c3)cc2s1,i
O=[N+]([O-])c1ccc(CN2CCCCCC2)s1,?

# Carrying on:
SMILES,ST2 IL33 inh
Cc1nnc([C@H]2CCN(Cc3ncc[nH]3)C2)o1,?
CCOC(=O)C1(Cc2cccc(Cl)c2)CCCN(C(=O)c2cc(C)nc(C)n2)C1 (centres undefined),i
O=C(CCC1CCCN(Cc2ccc3c(c2)OCCO3)C1)NCc1ccccc1Cl (centres undefined),i
CC1=NN(c2ccccc2)C(=O)/C1=C/c1ccc(O)c(Cl)c1,i
OCc1cccc(-n2ccnc2-c2ccc(Cl)cc2F)c1,i
CCCSc1nc(N)c2c3c(sc2n1)CCC(C)C3 (centres undefined),?
COc1cc(NC(=O)CC2CCCCC2)c(OC)cc1Cl,i
Cc1nn(C(=O)c2ccnn2C)c(C)c1Cl,i
CC1(C)CC(=O)C2=C(C1)OC(N)=C(C#N)C2c1ccc2c(c1)OCO2 (centres undefined),i
N#C/C(=C\c1cccs1)c1nc(-c2ccc(Cl)cc2)cs1,46%*
Cc1ccc(C2CC(c3ccccc3)n3ncnc3N2)cc1 (centres undefined),i
CC1CCc2c(sc(NC(=O)c3cc(-c4ccc5c(c4)OCO5)on3)c2C(N)=O)C1 (centres undefined),i
CN1CCN2CCN(C(=O)c3ccc4c(c3)N(C)C(=O)CO4)CC2C1=O (centres undefined),i
O=C(N[C@H]1CCN2C(=O)c3cc(-c4ccc5c(c4)OCO5)ccc3NC(=O)[C@H]12)c1cccs1,i
CC12C(=O)N(c3cc(Cl)ccc3O)C(=O)C1C1C=CC2C1 (centres undefined),i
CCOC(=O)N1CCN(C(=O)CN(C)S(=O)(=O)c2ccc(Br)cc2)CC1,i
O=c1c2ccccc2nc2nc(-c3ccccc3)cc(-c3ccccc3)n12,?
O=C(Nc1cccc(C(F)(F)F)c1)N[C@H]1CO[C@H]2[C@@H]1OC[C@@H]2Nc1nccc(-c2ccc(-c3ccccc3)cc2)n1,?
CC(C)(C)NS(=O)(=O)c1cc(C(=O)N2CCCC2)cs1,i
CC(=O)NCCCc1nc2ccccc2n1C,i

# Overlap with the part before: six compounds, followed by the next part.
SMILES,ST2 IL33 inh
CC12C(=O)N(c3cc(Cl)ccc3O)C(=O)C1C1C=CC2C1 (centres undefined),i
CCOC(=O)N1CCN(C(=O)CN(C)S(=O)(=O)c2ccc(Br)cc2)CC1,i
O=c1c2ccccc2nc2nc(-c3ccccc3)cc(-c3ccccc3)n12,?
O=C(Nc1cccc(C(F)(F)F)c1)N[C@H]1CO[C@H]2[C@@H]1OC[C@@H]2Nc1nccc(-c2ccc(-c3ccccc3)cc2)n1,?
CC(C)(C)NS(=O)(=O)c1cc(C(=O)N2CCCC2)cs1,i
CC(=O)NCCCc1nc2ccccc2n1C,i
CC1CCCCN1C(=O)c1cc(-c2ccc(Br)cc2)on1 (centres undefined),i
COc1ccc(Cl)cc1NC(=O)CCC1CCCN(C(=O)Cc2c(C)noc2C)C1 (centres undefined),i
CCc1nccn1CCC(=O)N1C[C@H]2CC=C(C)C[C@H]2C1,i
Cn1c(C(=O)NCc2ccc3c(c2)OCO3)cc2c(=O)n3ccccc3nc21,?
CC(C)C(NS(=O)(=O)c1ccc2c(c1)oc(=O)n2C)C(=O)NCCc1ccc(Cl)cc1 (centres undefined),i
Cc1cc(C)cc(NC(=O)NCC2CCN(Cc3cnn(C)c3)C2)c1 (centres undefined),i
CC1CCC(NC(=O)C2(C)CCC(=O)N2Cc2ccc3c(c2)OCO3)CC1 (centres undefined),i
C(=C\c1ccccc1)/Sc1cccc2cccnc12,?
CCNc1nc(NCC)nc(Oc2ccc(C=O)cc2)n1,i
COc1ccc(NC(=O)CSc2nc3c(c(=O)n2-c2ccccc2OC)SCC3)cc1,?
CCCN(CCC)CCCNS(=O)(=O)c1cccc2cccnc12,?
Cc1cccc(C(=O)Nc2cc(C(C)C)c(O)cc2C)c1,?
COc1ccc(CN2c3cccc[n+]3CC2(O)c2ccc(Cl)cc2)cc1 (centres undefined),i
O=C(Nc1ccccc1)N[C@H]1C[C@H]2C(=O)NC[C@@H](CCC(=O)N3CCc4ccccc43)N2C1,?
CC(C)Cc1ccc(C(C)C(=O)NN)cc1 (centres undefined),i
CC(C(=O)O)C1Sc2ccccc2N(Cc2ccc(F)cc2)C1=O (centres undefined),i
CNC(=O)c1cc2c(cn1)[nH]c1ccccc12,i
CCOc1ccc(C2(CNC(=O)Cc3ccc(OC)c(OC)c3)CCCC2)cc1,i
NC(=O)CC1Nc2ccccc2NC1=O (centres undefined),?
COc1ccc2cc(C3CN(S(=O)(=O)N(C)C)CCO3)ccc2c1 (centres undefined),?
CN(CC(=O)Nc1nccs1)S(=O)(=O)c1ccc2c(c1)CCC(=O)N2,?
COc1cc(Cl)c(C)cc1NC(=O)c1ccc([N+](=O)[O-])c(C)c1,i
COc1ccc(NC(=O)CSc2c[nH]c3ccccc23)c(OC)c1,i
Cc1cccc(NC(=O)c2ccc(Cl)c(Cl)c2)n1,i
COC(=O)C(C)Sc1nc2c(c(=O)n1-c1ccc(F)cc1)SCC2 (centres undefined),i
Cc1noc(C)c1S(=O)(=O)N1CCc2ccccc21,i
CS(=O)(=O)NC1CCN(C(=O)c2cn(Cc3ccc(F)cc3)nn2)CC1,?
O=C1C(=O)N(CC(O)CN2C(=O)C(=O)c3ccccc32)c2ccccc21,?
COC(=O)c1ccccc1C(=O)N1CCCN(C)C2(CCN(C)CC2)C1,?
Cc1nc2ccccc2c2oc(C(=O)Nc3ccc(F)c(Cl)c3)cc12,i
Cc1ccccc1C(=O)Nc1c(-c2cccs2)nc2ccccn12,i
O=C(Nc1nnc(CCc2ccccc2)s1)c1ccco1,i
CCN(CC)CCNC(=O)CCc1nc(-c2ccc(C)cc2)no1,i
Cc1ccc(CNC(=O)COc2ccc(C)cc2Br)cc1,i
CC1(C)CC(=O)C2=C(C1)Nc1nc(SCc3ccccc3)nn1C2c1cccnc1 (centres undefined),?
COc1cccc(NC(=O)c2ccccc2-c2ccccc2C(=O)O)c1,i
O=C(C1CCCO1)N1CCC(c2nn3c(C4CCCC4)nnc3s2)CC1 (centres undefined),i
COc1cc2c(cc1OC)-c1nnc(-c3ccc(Cl)cc3)n1C(C)(C)C2,i
COc1cc(NC(=O)c2cccs2)c(OC)cc1Br,?
CCOc1ccc(N2CC(C(=O)Nc3ccccc3OCC)CC2=O)cc1 (centres undefined),i
Cn1c(=O)c(C(=O)Nc2nccs2)c(O)c2ccccc21,i
Cc1cccc(N2CCN(C(=O)c3cc(-c4ccncc4)nc4ccccc34)CC2C)c1 (centres undefined),i
CCOc1ccc(C(=O)Nc2c3c(nn2-c2ccc(OC)cc2)CS(=O)C3)cc1 (centres undefined),i
C=CCOC(=O)C1=C(C)OC(N)=C(C#N)C1c1ccc(OC)c(OC)c1 (centres undefined),i
COc1ccc(-n2c(/C=C/c3cccc(OC)c3O)nc3ccccc3c2=O)cc1OC,?
O=C(c1cc(COc2cccc3cccnc23)on1)N1C[C@@H]2CC[C@H]1C2,i
CC(C)N(CC1COc2ccccc2O1)C(=O)CN1CCCN(C)CC1 (centres undefined),?
Cc1ccc(-c2nccn2CCC2CCCN2C)o1 (centres undefined),i
CCC(=O)N1CCc2cc(Br)cc(S(=O)(=O)CCC(=O)NCC3CCCO3)c21 (centres undefined),i
CC(C)c1ccc(C(=O)NCCCN2CCOCC2)cc1,?
Cc1cccc(C)c1NC(=O)COc1ccc([N+](=O)[O-])cc1,i
COc1ccccc1C1CC(=O)N2CN(c3ccc(C)c(C)c3)CSC2=C1C#N (centres undefined),i
COCCCN1C(=O)CSc2c(c3ccccc3n2C)C1C(=O)NCCC(C)C (centres undefined),i
COC(=O)c1ccc(-c2noc(CN3CCc4[nH]ncc4C3)n2)cc1,i
Cc1ccc(CNC(=O)c2cc(NC(=O)C3CCCO3)c3c(c2)nc(C2CCC2)n3C)cc1 (centres undefined),?
C#Cc1cccc(N2C(=O)c3ccccc3C2=O)c1,?
O=C(CSc1nc2ccccc2s1)c1ccccc1,i
O=C1CC(N2CCN(c3ccccn3)CC2)C(=O)N1c1ccc(Cl)cc1 (centres undefined),i
O=c1c(-c2cccc(C(F)(F)F)c2)ccc2n1C[C@H]1C[C@@H]2CN(S(=O)(=O)c2ccccc2)C1,i
COc1ccc(C(=O)N2C[C@@H]3C[C@H](C2)c2ccc(NC(=O)c4ccncc4)c(=O)n2C3)cc1,i

# The results go on.
SMILES,ST2 IL33 inh
CC(C)(C)c1ccnc(N[C@H]2CO[C@H]3[C@@H]2OC[C@@H]3NC(=O)C2CCCCC2)n1,i
CCN(c1cccc(C)c1)S(=O)(=O)c1cc(Br)cc2c1N(C(=O)C1CC1)CC2,i
CCOc1ccc(N2C(=O)CC(N3CCN(c4ccc(F)cc4)CC3)C2=O)cc1 (centres undefined),i
O=c1c([N+](=O)[O-])c(N2CCCCC2)c2ccccc2n1Cc1ccccc1,?
Cc1cccc(NC(=O)CN(c2ccc(I)cc2)S(C)(=O)=O)c1,?
CC1CC(C)CN(C(=O)c2coc(=O)c3ccccc23)C1 (centres undefined),i
Oc1ccc(/C=C/c2nc(-c3ccccc3O)n(-c3ccccc3)n2)cc1,?
CC(=O)c1c(C(C)=O)c(C)n(-c2ccc3ncccc3c2)c1C,?
Cn1cccc1C(=O)NS(=O)(=O)c1ccccc1Cl,?
